Bioassay records: PubChem BioAssay, Broad Institute
LGR2 inh: inhibitors of bursicon-induced Drosophila LGR2 receptor cAMP signaling; inhibition, % at 9.99 µM; AID 720647; HEK293 LGR2, CRE-luciferase, bursicon-stimulated, 4 h; 380,000 tested, 0.35% active;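 active means drop in luminescence signal, shown as inhibition above about 50% in the replicate tests, limit read from the data, passing the limit was not always enough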;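 further: agonist challenge used bursicon conditioned medium at about half maximal strength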
PAX8 inh HTS: inhibitors of PAX8 transcriptional activity in RMG-I cells | RMG-I TPO-luciferase reporter, SteadyGlo, 24 h | inhibition, % at 12.6 µM | 360,000 tested, 1.2% active | AID 652154;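 active means mean replicate inhibition at least 60% with every replicate also reaching 60%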;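 further: luciferase light reporting Pax8 driven TPO promoter activity; plate controls were median of neutral control wells for no effect and mitoxantrone controls for full effect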
EWS-Fli block: blocks EWS/Fli oncoprotein-driven transcription. inhibition, % at 12.6 µM. AID 651661. 350,000 tested, 0.67% active. A673 NR0B1-luciferase reporter, viability-normalised;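 active means mean inhibition of at least 50% after viability correction, with every replicate also passing that limit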;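 further: firefly luciferase signal divided by Alamar Blue viability fluorescence both relative to DMSO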
Casp6 inh: caspase-6 (human) enzyme inhibition; 350,000 tested, 0.53% active; inhibition, % at 12.5 µM; P55212; purified caspase-6, Z-VEID-R110 cleavage fluorescence;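 active means mean inhibition across replicates at least about 35%, with every replicate also reaching that limit, limit read from the data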;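 further: 0% = median of neutral control wells and 100% = no fluorescence left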
Target sequence (P55212 24-179 limits assumed): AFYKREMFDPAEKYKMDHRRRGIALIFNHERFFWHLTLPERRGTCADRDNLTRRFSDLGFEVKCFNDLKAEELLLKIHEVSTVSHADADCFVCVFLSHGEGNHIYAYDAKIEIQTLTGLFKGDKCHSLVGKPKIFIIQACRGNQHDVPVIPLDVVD
Target sequence (P55212 194-293 limits assumed): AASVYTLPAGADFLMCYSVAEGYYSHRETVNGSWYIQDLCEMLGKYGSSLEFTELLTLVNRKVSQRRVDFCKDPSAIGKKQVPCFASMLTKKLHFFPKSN
FN deposit inh: fibronectin deposition inhibition; AH1F fibroblasts, Alexa488-fibronectin deposition fluorescence, overnight; AID 743247; 350,000 tested, 0.086% active; inhibition, % at 12.6 µM;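 active means mean inhibition across replicates of 30% or more, regardless of how many single replicates reach that level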;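 further: positive control wells lacked labelled fibronectin entirely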
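Material: AH1F fibroblasts assembling fluorescent fibronectin matrix; amount: 10000 AH1F cells/well; medium: DMEM, 2% serum; reagent: Alexa488-fibronectin, 24 nM final in well; dosing: single compound dose, delivered by pin transfer; incubation: 1 h adhesion, overnight exposure; detection: fluorescence after three HBSS washes, excitation 485 nm, emission 525 nm; measure: fibronectin deposition inhibition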
Cneo AK release: causes C. neoformans cell lysis; adenylate kinase release luminescence, 4 h; normalised: neutral wells 0, clomiphene wells 100; lysis activity, % at 15 µM; 360,000 tested, 0.2% active;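 active means mean lysis activity across replicates of at least 80%, whatever share of replicates individually reach that level; inactive means mean lysis activity below 80%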
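Assay system: log-phase C. neoformans yeast / Quantity: yeast cell density of 5 × 10^6 cells/mL / Medium: fresh YPD growth medium / Compound: single dose / Timing: static 4 h at 37 °C with compound, 1 h detection / Measured by: adenylate kinase release luminescence / Read-out: lysis from increased AK signal / Benchmarks: Clomiphene as positive lysis control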
miR-122 sensor: blocks miR-122 activity in Huh7 sensor cells | Huh7 miR-122 Renilla luciferase sensor, 48 h; neutral wells = 0, positive control = 100 | activation (reporter increase), % at 12.5 µM | 340,000 tested, 0.3% active | AID 602342;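 active means mean replicate activation score at least 90 and every replicate individually at or above 90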;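 further: higher luciferase means less miR-122 activity so hits act as miR-122 inhibitors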
PGC1a acetyl inh: PGC1a acetylation modulation, inhibitor mode; inhibition, % at 15.6 µM; 350,000 tested, 0.17% active; AID 651687; U2OS PGC1a acetylation, AlphaScreen anti-acetyl-lysine; with virally co-expressed GCN5 acetyltransferase;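 active means every replicate shows inhibition of at least 40%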;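 further: 0% = neutral control wells and 100% = positive control wells; some results beyond the cut were filed as inactive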
Starred values were filed as active, the others as inactive; . = no result given; & = joins results of further samples; [ ] = dose if it differs, or a comment.

Second line of a record: LGR2 inh	PAX8 inh HTS	EWS-Fli block	Casp6 inh	FN deposit inh	Cneo AK release	miR-122 sensor	PGC1a acetyl inh
COC(=O)[C@@H]1[C@@H](C)N(Cc2ccccc2)C(=O)N[C@H]1c1ccccc1
→ -10.8	-14.2	-5.1	.	-0.1	2.0	0.0	-5.2
CCOC(=O)C1=C(COC(=O)CNS(=O)(=O)c2ccc(NC(C)=O)cc2)NC(=O)NC1C (configuration not stated)
→ 2.1	-0.7	-2.4	0.4	-7.9	-1.9	.	.
COc1ccc(-c2ccc([C@H]3[C@H](CO)N4C(=O)CN(C(=O)c5cccnc5)C[C@@H]34)cc2)cc1
→ -20.7	-12.1	-0.8	-1.2	.	.	.	-14.9
Cc1ccc(Cl)c(NC(=S)N(CCCN2CCOCC2)Cc2ccco2)c1
→ -9.4	.	9.2	-3.6	.	0.0	14.8	.
Cc1nn(C)c(C)c1CNC(=O)Nc1ccc(Cl)cc1
→ -74.3	-95.6	-49.6	1.8	0.8	-1.1	2.1	-6.2
CN(C)c1nc(N)c([N+](=O)[O-])c(NCc2ccccc2)n1
→ -6.6	68.4*	-5.3	0.1	15.6	1.2	-0.7	.
Cn1cnc([N+](=O)[O-])c1Sc1ccc(C(C)(C)C)cc1
→ 7.1	-13.4	8.4	0.6	-9.5	5.2	-1.1	-0.5
COc1ccc(NS(=O)(=O)c2ccc(C(=O)N3CCN(Cc4ccccc4)CC3)cc2)cc1
→ 14.2	23.9	18.3	2.2	.	.	.	.
Nc1nc(-c2ccccc2)nc(-c2ccccc2O)n1
→ .	-22.6	.	.	-3.3	1.2	-7.9	5.7
CCOC(=O)C1(C)CCCN(C(=O)c2ccccc2)C1 (configuration not stated)
→ -16.2	-4.6	6.2	-1.5	-8.6	1.0	0.9	.
CC(C)C[C@H]1CN(CCCC[C@@H]2CNC(=O)C(=O)N2CC2CCCCC2)C(=O)C(=O)N1CC1CCCCC1
→ 5.0	5.3	12.3	-4.1	-4.9	.	.	.
CCSc1cc(N2CCCC2)nc(-c2ccc(Cl)cc2)n1
→ 3.2	-35.2	-4.2	2.1	6.6	-2.0	7.6	5.9
C[C@@H]1CCCCO[C@H](CN(C)C(=O)CCC(F)(F)F)[C@H](C)CN([C@H](C)CO)C(=O)c2cc(NS(=O)(=O)c3ccccc3)ccc2O1
→ -14.5	-0.6&-8.5	-7.3&1.6	0.8&3.9	.	7.2&9.0	-7.4&-4.0[16.7 µM]	8.4&0.0
O=C(CC1CC1)N1CC(=O)N2[C@H](CO)[C@@H](c3ccc(C#Cc4ccc(F)cc4)cc3)[C@@H]2C1
→ 14.2	9.0	-0.5	5.9	.	.	.	-16.6
COc1ccc(S(=O)(=O)N(C)C[C@H]2Oc3ccc(NC(=O)NC(C)C)cc3C(=O)N([C@H](C)CO)C[C@H]2C)cc1
→ -10.2	.	3.2	.	-2.4	.	27.1[16.7 µM]	-4.3
Nc1nonc1C(=O)NCCNC(=O)c1ccc(Cl)cc1
→ -6.0	1.7	-9.4	-1.0	-0.4	0.7	-3.6	7.3
COc1ccc(CNC(=O)C[C@H]2C[C@H]3c4cc(NS(=O)(=O)c5ccc(F)cc5)ccc4O[C@H]3[C@H](CO)O2)cc1
→ -0.2	.	5.8	-4.8	4.3	-2.6	33.6[16.7 µM]	-13.2
CCOC(=O)C1=C(C)N(C[C@@H]2CC[C@@H](Cc3ccc(-c4ccccc4)cc3)O2)C(=O)NC1c1ccc(SCc2ccco2)c([N+](=O)[O-])c1 (some centres not stated)
→ 10.5	-10.9	-4.7	-3.7	-8.9	2.7	.	.
CN(Cc1ccccc1)C(=O)Nc1ccc(Cl)cc1
→ -8.2	-31.2	-31.6	1.3	-7.7	3.7	-2.7	7.8
CCOc1cc(N2CCOCC2)c(OCC)cc1NC(=O)CN1C(=O)NC2(CCCCC2)C1=O
→ -6.5	-0.9	2.8	6.8	0.4	0.1	-9.7	4.4
OCC1=C[C@@H](O)C2C=CO[C@@H](O[C@@H]3O[C@H](CO)[C@@H](O)[C@H](O)[C@H]3O)C12 (some centres not stated)
→ -16.2	-1.0	-8.5	1.0	5.5	-1.7	.	.
Cc1ccc2nc(NC(=O)CSc3nncc(=O)n3N)sc2c1
→ -21.5	-60.3	.	.	-7.8	4.0	-0.3	-2.5
Cc1cccc(C)c1NC(=O)CSc1nnc(NC(=O)c2ccccc2C(=O)O)s1
→ 6.5	-4.6	-10.7	-4.8	-2.7	-1.1	-5.9	6.9
CCOc1ccc(C)cc1S(=O)(=O)n1cnc2ccccc21
→ 0.9	-2.5	59.0*	7.8	15.8	0.7	36.6	2.2
C[C@H](O)C#Cc1ccc([C@H]2[C@H]3CN(S(=O)(=O)Cc4ccccc4)CCCCN3[C@H]2CO)cc1
→ 4.0	19.9	-50.4	-0.6	.	-3.3	-7.3[16.7 µM]	0.4
N#C[C@H]1[C@@H](c2ccc(-c3ccc(F)cc3)cc2)[C@@H](CO)N1C(=O)Cc1ccccc1
→ 5.4	19.2	1.0	-4.2	-5.2	1.5	.	1.7
C[C@@H]1CN([C@H](C)CO)S(=O)(=O)c2ccc(C3=CCCCC3)cc2O[C@H]1CN(C)S(=O)(=O)c1cn(C)cn1
→ -15.6	-12.2	10.1	-1.1	.	2.9	33.1[16.7 µM]	-17.1
CC(NS(=O)(=O)c1ccc(Br)cc1)C(c1cccs1)N1CCN(C)CC1 (configuration not stated)
→ 12.6	-1.6	-11.7	-0.5	8.7	-3.3	.	.
COc1ccc(NC(=O)NCCc2ccc(Cl)cc2)cc1OC
→ 1.2	-6.4	0.4	.	0.6	.	.	0.7
CC(=O)C1C(c2ccc([N+](=O)[O-])cc2)c2c(noc2C)CC1(C)O (configuration not stated)
→ -8.6	19.7	-18.8	-4.2	1.9	.	.	.

Fetched by compound from the entries so far, 4 records:
Second line of a record: LGR2 inh	PAX8 inh HTS	EWS-Fli block	Casp6 inh	FN deposit inh	Cneo AK release	miR-122 sensor	PGC1a acetyl inh
OCC1=C[C@@H](O)C2C=CO[C@@H](O[C@@H]3O[C@H](CO)[C@@H](O)[C@H](O)[C@H]3O)C12 (some centres not stated)
→ -16.2	-1.0	-8.5	1.0	5.5	-1.7	.	.
CCOC(=O)C1=C(COC(=O)CNS(=O)(=O)c2ccc(NC(C)=O)cc2)NC(=O)NC1C (configuration not stated)
→ 2.1	-0.7	-2.4	0.4	-7.9	-1.9	.	.
CC(C)C[C@H]1CN(CCCC[C@@H]2CNC(=O)C(=O)N2CC2CCCCC2)C(=O)C(=O)N1CC1CCCCC1
→ 5.0	5.3	12.3	-4.1	-4.9	.	.	.
Nc1nonc1C(=O)NCCNC(=O)c1ccc(Cl)cc1
→ -6.0	1.7	-9.4	-1.0	-0.4	0.7	-3.6	7.3

(continued)
Second line of a record: LGR2 inh	PAX8 inh HTS	EWS-Fli block	Casp6 inh	FN deposit inh	Cneo AK release	miR-122 sensor	PGC1a acetyl inh
COC(=O)c1[nH]c2c(c1C)C(=O)CC(c1cccc(OC)c1)C2 (configuration not stated)
→ -7.4	81.7*	59.6*	0.4	-26.3	0.1	.	.
C[C@H]1CN([C@@H](C)CO)C(=O)c2cccc(NC(=O)Nc3ccccc3)c2O[C@H]1CN(C)C(=O)NC1CCCCC1
→ -0.5	4.1	3.7	-0.5	.	-2.8	2.9[16.7 µM]	2.9
Cc1cccc(OCc2nc(C#N)c(N3CCCC3)o2)c1
→ -3.4	-16.3	-3.8	-2.2	-0.6	.	.	.
Cc1cccc(C(=O)N2CCCC(CCC(=O)N3CCN(c4ccccn4)CC3)C2)c1C (configuration not stated)
→ -1.7	20.9	8.9	-3.6	-4.7	-0.4	-9.7	-11.4
CN(C)c1nc(N2CCN(c3ccc(F)cc3)CC2)c(C#N)c(=O)o1
→ .	-23.0	.	.	-8.4	6.4	2.2	.
O=C(N/C(=C\c1ccccc1)C(=O)N1CCCCC1)c1ccc(Br)o1
→ 4.5	1.7	.	0.1	7.7	1.6	.	.
Cc1ccc(N(CC(=O)NCC2CCCO2)C(=O)CCC(=O)Nc2ccccn2)cc1C (configuration not stated)
→ -9.8	.	.	.	.	3.7	8.5	38.3
Cc1cc(CN2CCN(CC(=O)Nc3cc(Cl)ccc3-n3cncn3)CC2)no1
→ -29.9	.	7.2	3.4	3.0	-2.2	-6.8	8.0
COc1ccc(CN(C)C[C@H]2Oc3c(NS(=O)(=O)c4ccccc4)cccc3C(=O)N([C@@H](C)CO)C[C@H]2C)cc1
→ 0.5	.	-8.9	.	.	1.2	4.8[16.7 µM]	1.6
Cc1ccc(S(=O)(=O)Nc2ccc3c(c2)C(=O)N([C@H](C)CO)C[C@H](C)[C@H](CN(C)C(=O)Nc2c(C)noc2C)O3)cc1
→ -1.3	8.7	0.8	.	-0.5	-5.6	-6.8[16.7 µM]	6.2
O=C1CC(c2ccccc2)NN1 (configuration not stated)
→ 3.7	0.1	-8.0	-2.1	16.4	-2.0	-0.8	10.8
COc1ccc2c(CCNC(=O)CN3C(=O)c4ccccc4C3=O)c[nH]c2c1
→ 3.3	2.2	2.9	-2.7	0.8	.	.	.
CC1CCCCN1C(=O)c1ccc(NC(=O)c2ccccc2Cl)cc1 (configuration not stated)
→ .	-1.4	1.3	0.1	-5.7	1.1	-3.8	.
CCCNC(=O)[C@H]1[C@H](CO)[C@H]2Cn3c(cccc3=O)[C@H]2N1CC1CCCC1
→ -1.2	.	-4.6	1.8	-0.7	.	.	-1.5
COc1ccc(C(=O)C2CC2)cc1
→ -10.6	.	2.3	2.3	4.2	-0.2	-9.6	-3.0
CC(=O)c1cccc(NC(=O)CCc2nnc3ccc(N4CCOCC4)nn23)c1
→ 1.0	1.3	.	0.9	5.3	0.4	-4.9	-6.9
CC=Cc1ccc2n(c1=O)C[C@H]1[C@H](CO)[C@@H](C(=O)NC3CCC3)[C@@H]2N1S(=O)(=O)c1cn(C)cn1 (mixture of isomers)
→ 9.2	-4.3	-4.9	-1.0	.	-2.9	.	.
C[C@@H]1CN([C@@H](C)CO)C(=O)c2cc(C#CC3CCCC3)cnc2O[C@@H]1CN(C)C(=O)Cc1ccccn1
→ -5.4	-19.3	-8.2	-2.4	.	4.2	15.5[16.7 µM]	3.6
CN1CCN(C(=O)C2=C[C@@H](c3ccccc3)C[C@@H](OCCCCO)O2)CC1
→ 18.6	-6.2	-1.6	-0.2	10.6	-1.2	-3.0	-6.7

In another format: four of the compounds above.
molecule,LGR2 inh,PAX8 inh HTS,EWS-Fli block,Casp6 inh,FN deposit inh,Cneo AK release,miR-122 sensor,PGC1a acetyl inh
CCCNC(=O)[C@H]1[C@H](CO)[C@H]2Cn3c(cccc3=O)[C@H]2N1CC1CCCC1,-1.2,.,-4.6,1.8,-0.7,.,.,-1.5
COc1ccc(C(=O)C2CC2)cc1,-10.6,.,2.3,2.3,4.2,-0.2,-9.6,-3.0
CC(=O)c1cccc(NC(=O)CCc2nnc3ccc(N4CCOCC4)nn23)c1,1.0,1.3,.,0.9,5.3,0.4,-4.9,-6.9
CC=Cc1ccc2n(c1=O)C[C@H]1[C@H](CO)[C@@H](C(=O)NC3CCC3)[C@@H]2N1S(=O)(=O)c1cn(C)cn1 (mixture of isomers),9.2,-4.3,-4.9,-1.0,.,-2.9,.,.
